PPARg SRC-3 ag = PPARgamma agonists recruiting SRC-3 coactivator, primary screen, biochemical; Peroxisome proliferator-activated receptor gamma (Homo sapiens), P37231; biochemical PPARgamma/SRC-3 coactivator recruitment assay; activation, % at 8 µM; 200,000 tested, 0.26% active; in the data active = activation above about 23%;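 also: 0% = DMSO and 100% = reference agonist; some compounds past the cut are filed as inactive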
Target sequence (P37231 whole entry, looked up): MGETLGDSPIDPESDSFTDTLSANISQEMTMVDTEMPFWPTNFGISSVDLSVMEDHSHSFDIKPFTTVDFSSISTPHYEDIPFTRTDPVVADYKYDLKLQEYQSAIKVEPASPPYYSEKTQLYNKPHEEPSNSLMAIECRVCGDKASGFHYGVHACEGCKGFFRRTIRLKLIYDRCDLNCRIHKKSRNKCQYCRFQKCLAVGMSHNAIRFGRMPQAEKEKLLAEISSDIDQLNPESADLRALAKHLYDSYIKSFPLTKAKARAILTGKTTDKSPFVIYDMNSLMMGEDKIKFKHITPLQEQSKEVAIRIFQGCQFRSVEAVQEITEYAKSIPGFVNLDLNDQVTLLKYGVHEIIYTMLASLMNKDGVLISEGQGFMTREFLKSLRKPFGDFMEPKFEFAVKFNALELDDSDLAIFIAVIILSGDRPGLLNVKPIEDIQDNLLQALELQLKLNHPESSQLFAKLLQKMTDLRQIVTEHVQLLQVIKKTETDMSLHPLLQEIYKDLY
STAT3 blocker = IL-6 driven STAT3 reporter inhibitors, primary screen, U3A cells, luciferase, luminescence, MLSCN library | IL-6 STAT3-luciferase reporter; host cell line lacks STAT1 | inhibition, % at 5.5 µM | 190,000 tested, 0.89% active | AID 862, 2007;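 active = inhibition above the mean inhibition across all screened compounds plus 3 SD, cut at about 44% in these data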;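 also: 0% = DMSO only wells and 100% = 100 µM nifuroxazide control wells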
S1P3 antag = S1P3 receptor antagonists, primary screen, cell-based. inhibition, % at 4.98 µM. Sphingosine 1-phosphate receptor 3 (Homo sapiens), Q99500. CHO S1P3 NFAT-BLA reporter, FRET fluorescence, antagonist mode. 170,000 tested, 0.27% active;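 active = inhibition above the plate cutoff, the mean inhibition of test wells on that plate plus 3 SD, cut at about 28% in these data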;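 also: cells challenged with S1P at its EC80 of 0.8 µM; blue over green emission ratio from cleaved BLA substrate after 4 h stimulation; 0% = S1P-stimulated wells and 100% = unstimulated DMSO-only wells; some compounds past the cut are filed as inactive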
TR-FRET SRC-2 ct = TR-FRET signal artefacts, primary screen, artefact control for PPARgamma SRC-2 agonist project, biochemical; TR-FRET artefact counter-screen; hits give high values; TR-FRET ratio at 8 µM; 200,000 tested, 0.4% active; AID 1049, 2008; in the data active = TR-FRET ratio above about 2000; also: inactives centre near 1500
TLR4-MyD88 BLA = inhibitors of TLR4-MyD88 association in cells, primary screen, cell-based, HeLa CL3-4, BLA complementation, FRET ratio | Toll-like receptor 4 (Homo sapiens) + Myeloid differentiation primary response protein … | HeLa CL3-4 TLR4/MyD88 BLA complementation | inhibition, % at 8.4 µM | 200,000 tested, 0.18% active | AID 861, 2007; in the data active = inhibition above about 25%;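 also: 0% = vehicle and 100% = reference inhibitor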
STAT1 blocker = STAT1 signaling inhibitors, primary screen, cell-based, HTS, luciferase reporter | inhibition, % at 5.5 µM | 200,000 tested, 0.35% active | NIH 3T3 STAT1-luciferase reporter, IFN-gamma, luminescence;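 active = inhibition above a set limit, the mean inhibition across all tested compounds plus 3 SD, cut at about 34% in these data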;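 also: 0% = IFN-gamma with DMSO and 100% = IFN-gamma with 300 µM nifuroxazide; values of inactives mirror those of a sister screen read the other way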
STAT3 act = IL-6 driven STAT3 reporter potentiators, primary screen, U3A cells, luciferase, luminescence, MLSCN library; 190,000 tested, 0.91% active; activation (% of control), % at 5.6 µM; IL-6 STAT3-luciferase reporter; 100% = signal with IL-6 EC80 alone;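 active = activation above the screen-wide mean of compound activation plus 3 SD, cut at about 130% in these data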;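 also: 0% = background luminescence of wells with medium and substrate only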
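Material: STAT1-lacking human U3A cells, STAT3 luciferase reporter | Benchmarks: IL-6-only wells as 100% reference | Probe or stimulus: IL-6 (33 ng/mL) | Timing: Compound 1 h, then IL-6 6 h at 37 °C | Detection: Luminescence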
RAM inhibit = inhibitors of the yeast RAM network, primary screen, dse1pr::URA3 reporter, 5-FOA selection; S. cerevisiae dse1pr::URA3 reporter, 5-FOA growth OD615, 2 d; analog-sensitive cbk1-as2 kinase mutant strain; AID 868, 2007; inhibition, % at 50 µM; 190,000 tested, 1.8% active;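 active = inhibition above a set limit, 3 SD over mean compound inhibition, cut at about 8.4% in these data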;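 also: 0% = DMSO-only wells with no growth and 100% = 10 µM 1-NA-PP1 full growth; inhibition rescues growth on 5-FOA so higher OD means more RAM inhibition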
ROMK primary = ROMK potassium channel modulators, primary screen, cell-based, thallium flux, MLSMR library; AID 1918, 2009; 130,000 tested, 2% active; B-score at 10 µM; ATP-sensitive inward rectifier potassium channel 1 (Homo sapiens), P48048; Tet-inducible ROMK, thallium flux fluorescence; actives lie on both sides;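 active = signal ratio slope over the read window, or its plate-corrected B-score, at least 3 SD from the plate mean, either direction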;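 also: B-score of the F/F0 ratio slope over 7 to 12 s after thallium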
Target sequence (P48048 whole entry, looked up): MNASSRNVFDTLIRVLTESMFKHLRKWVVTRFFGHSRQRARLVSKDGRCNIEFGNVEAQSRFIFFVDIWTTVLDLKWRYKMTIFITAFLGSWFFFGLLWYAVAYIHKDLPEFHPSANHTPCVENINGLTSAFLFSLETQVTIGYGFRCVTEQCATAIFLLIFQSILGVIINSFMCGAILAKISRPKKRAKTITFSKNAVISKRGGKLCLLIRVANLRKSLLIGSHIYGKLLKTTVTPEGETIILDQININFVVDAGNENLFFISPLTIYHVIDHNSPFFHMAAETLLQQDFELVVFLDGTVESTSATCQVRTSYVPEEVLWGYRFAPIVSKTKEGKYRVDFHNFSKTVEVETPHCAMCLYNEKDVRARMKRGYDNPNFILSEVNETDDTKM
PPARg SRC2 recr = agonists of PPARg-SRC-2 recruitment, primary screen, biochemical, HTS; AID 1032, 2008; activation, % at 8 µM; PPARgamma LBD-SRC-2 recruitment; 200,000 tested, 0.34% active; in the data active = activation above about 22%;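 also: 0% = vehicle and 100% = reference agonist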
PPARg SRC1 recr = PPARgamma agonists recruiting SRC-1 coactivator, primary screen, biochemical | activation, % at 8 µM | Peroxisome proliferator-activated receptor gamma (Homo sapiens), P37231 | 200,000 tested, 0.41% active | PPARgamma-SRC-1 coactivator recruitment biochemical assay | AID 631, 2007; in the data active = activation above about 19%;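 also: 0% = DMSO and 100% = reference agonist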
An asterisk follows results filed as active; nt = not tested or not shown.

molecule	PPARg SRC-3 ag	STAT3 blocker	S1P3 antag	TR-FRET SRC-2 ct	TLR4-MyD88 BLA	STAT1 blocker	STAT3 act	RAM inhibit	ROMK primary	PPARg SRC2 recr	PPARg SRC1 recr
Clc1ccccc1Nc1nc(-c2cccnc2)cs1	0	0	17	1528	11	-77	102	2.3	0.016	3	6
CC1(C)CC(C(CCN(Cc2ccccc2)C(=O)c2ccco2)c2ccc(F)cc2)CCO1 (stereo unspecified)	7	3	-8	1664	-15	-7	98	12*	-1.4	13	4
CCOC(=O)c1ccc(-n2c(=S)sc3c(=O)[nH]c(C)nc32)cc1	6	19	nt	1643	-13	31	88	2.6	nt	0	-1
CCC(=O)N(CCc1ccccc1)Cc1cc2cc3c(cc2[nH]c1=O)OCO3	4	-1	nt	1441	-11	-1	104	6.2	nt	-10	5
Cc1ccc(N(CC(=O)NC2CCCCC2)C(=O)Cn2nnc(-c3ccc(C)o3)n2)cc1	-2	9	3	1409	-5	3	99	0.1	-0.02	1	3
COc1ccc(-c2oc3ccccc3c(=O)c2OC(C)=O)cc1	4	13	-7	1432	-12	3	92	-0.5	0.43	-4	-6
N#CCSc1nc2ccccc2c(=O)n1CC1CCCC1	1	-9	-6	1645	-6	9	114	2.4	0.98	1	2
COc1ccc(C2CC(=O)c3cnc(N)nc3C2)c(OC)c1 (stereo unspecified)	-9	-6	-11	1500	-10	-6	108	2.9	nt	8	5

Following part.
molecule	PPARg SRC-3 ag	STAT3 blocker	S1P3 antag	TR-FRET SRC-2 ct	TLR4-MyD88 BLA	STAT1 blocker	STAT3 act	RAM inhibit	ROMK primary	PPARg SRC2 recr	PPARg SRC1 recr
O=C(NCc1ccco1)c1ccc(Cn2c(=O)c3sccc3n(Cc3cccc(F)c3)c2=O)cc1	7	-3	nt	1608	-4	9	107	5.2	nt	9	2
O=C(CCNC(=O)c1ccco1)Nc1ccc(Cl)cc1	6	2	-13	1815	-5	10	99	1.6	-0.37	2	3
O=C(COC(=O)c1n[nH]c2ccccc12)NC(=O)NC1CCCCC1	-5	-2	-10	1598	0	7	106	4.0	-0.62	6	7
Clc1cc(Cl)cc(Nc2ncn[nH]2)c1	4	19	nt	1598	-6	1	89	0.5	nt	11	5
O=C1CC(N2CCC(c3nc4ccccc4o3)CC2)C(=O)N1c1ccc(Cl)c(C(F)(F)F)c1 (stereo unspecified)	5	5	18	1543	7	-2	98	3.0	-0.095	3	2
O=c1c2ccccc2nc2n1C(CSc1ccc(F)cc1)CS2 (stereo unspecified)	1	10	-14	1716	-13	7	99	0.8	-0.017	-8	0
CCOC(=O)N1CCN(S(=O)(=O)c2ccc(F)c(C(=O)Nc3cc(C)cc(C)c3)c2)CC1	0	8	nt	1547	-11	5	96	1.7	nt	0	8
CC(C)NC(=O)c1ccccc1NC(=O)Cc1ccc(Br)cc1	-4	-6	-13	1377	8	3	109	4.1	-0.48	1	-4

(next part)
molecule	PPARg SRC-3 ag	STAT3 blocker	S1P3 antag	TR-FRET SRC-2 ct	TLR4-MyD88 BLA	STAT1 blocker	STAT3 act	RAM inhibit	ROMK primary	PPARg SRC2 recr	PPARg SRC1 recr
C=C(C)Cc1c(C)c(C#N)c2nc3ccccc3n2c1N1CCCCC1	0	4	nt	1621	0	-2	97	4.0	-0.76	9	4
Cc1ccc[n+](CC(=O)Nc2c(Cl)cc(Cl)cc2Cl)c1	-2	-2	-12	1456	2	0	103	-0.5	nt	-1	-6
Cc1ccc2nc(SCC(=O)NCc3cccs3)[nH]c2c1	1	2	3	1574	7	0	98	0.9	-1.2	11	9
O=C(CCl)N1N=C(c2ccco2)CC1c1cccs1 (stereo unspecified)	3	29	5	1535	4	24	77	0.2	nt	0	13
CC(=O)Nc1nonc1-c1nc2ccccc2n1Cc1ccccn1	-21	3	-18	1399	14	-2	101	0.3	0.096	-11	-2
Cc1ccc(NC(=O)c2sc(Cl)nc2C)c(C)c1	1	3	-3	1481	-2	-4	96	2.5	0.16	-9	-9
CCOC(=O)C1CCN(C(=O)CSc2nccc(C)n2)CC1	6	21	1	1593	2	2	89	0.1	0.41	-4	0
O=C(NCCCO)c1nnc(Cc2c(F)cccc2Cl)o1	8	7	nt	1603	-3	-2	97	1.1	nt	3	8

Retrieved by compound from the entries so far (two):
molecule	PPARg SRC-3 ag	STAT3 blocker	S1P3 antag	TR-FRET SRC-2 ct	TLR4-MyD88 BLA	STAT1 blocker	STAT3 act	RAM inhibit	ROMK primary	PPARg SRC2 recr	PPARg SRC1 recr
O=C(CCl)N1N=C(c2ccco2)CC1c1cccs1 (stereo unspecified)	3	29	5	1535	4	24	77	0.2	nt	0	13
Cc1ccc2nc(SCC(=O)NCc3cccs3)[nH]c2c1	1	2	3	1574	7	0	98	0.9	-1.2	11	9

Back to the main list, repeating the five entries before the break.
molecule	PPARg SRC-3 ag	STAT3 blocker	S1P3 antag	TR-FRET SRC-2 ct	TLR4-MyD88 BLA	STAT1 blocker	STAT3 act	RAM inhibit	ROMK primary	PPARg SRC2 recr	PPARg SRC1 recr
O=C(CCl)N1N=C(c2ccco2)CC1c1cccs1 (stereo unspecified)	3	29	5	1535	4	24	77	0.2	nt	0	13
CC(=O)Nc1nonc1-c1nc2ccccc2n1Cc1ccccn1	-21	3	-18	1399	14	-2	101	0.3	0.096	-11	-2
Cc1ccc(NC(=O)c2sc(Cl)nc2C)c(C)c1	1	3	-3	1481	-2	-4	96	2.5	0.16	-9	-9
CCOC(=O)C1CCN(C(=O)CSc2nccc(C)n2)CC1	6	21	1	1593	2	2	89	0.1	0.41	-4	0
O=C(NCCCO)c1nnc(Cc2c(F)cccc2Cl)o1	8	7	nt	1603	-3	-2	97	1.1	nt	3	8
O=C(CSc1nccn1-c1ccc(Cl)cc1)Nc1ccc2c(c1)OCO2	-3	12	1	1589	-7	-1	93	4.2	-0.093	2	0
O/N=C1/C2C3C(Br)C4C5CC(C1C53)C24 (stereo unspecified)	7	-1	-13	1491	4	-1	100	2.4	0.28	3	0
CC(=O)NS(=O)(=O)c1ccc(NC(=O)c2cc(-c3ccc(C)cc3)nc3ccccc23)cc1	8	12	-23	1442	-1	4	94	2.2	nt	-1	2
COC(=O)CSc1nnc(-c2cccnc2)n1-c1cc(OC)cc(OC)c1	1	13	-28	1421	-4	0	97	0.8	nt	-3	-6
Cc1cc2c(c(=O)n1C1CC1)C(c1cccc(Cl)c1)C(C#N)=C(N)O2 (stereo unspecified)	10	13	19	1537	4	3	95	3.0	0.87	-4	-4
CCc1ccc(NC(=O)C(=O)c2cn(CC(=O)N3CCCCC3)c3ccccc23)cc1	0	4	5	1505	-10	-15	96	5.4	1.3	8	6
CC(=O)c1cnc2n(c1=O)CCS2	-2	0	-11	1643	-3	-6	102	2.8	0.025	-2	5
O=C(COc1ccccc1[N+](=O)[O-])c1ccccc1	-2	1	-30	1599	-6	12	101	4.0	-1.9	-12	-2

Following part.
molecule	PPARg SRC-3 ag	STAT3 blocker	S1P3 antag	TR-FRET SRC-2 ct	TLR4-MyD88 BLA	STAT1 blocker	STAT3 act	RAM inhibit	ROMK primary	PPARg SRC2 recr	PPARg SRC1 recr
CNC(=O)CN(C#N)c1nc(N(C)C)nc(N(C)C)n1	4	1	-34	1354	2	1	101	nt	1.1	0	-2
CCOC(=O)c1cc2cc(CC(=O)c3ccc(OCC)cc3O)ccc2o1	7	4	nt	1402	-1	0	96	5.6	0.41	6	2
CN(C)S(=O)(=O)c1ccc(Cl)c(NC(=O)COC(=O)[C@@H]2CCCN2C(=O)c2cccs2)c1	5	8	-4	1704	-5	-3	102	1.2	-0.64	0	9
O=C(c1cnc2ccccn2c1=O)N1CCCc2ccccc21	-3	6	8	1514	4	14	100	0.8	nt	8	7
Cc1ccc(NC(=O)c2oc3ccccc3c2C)c([N+](=O)[O-])c1	4	-4	-2	1466	8	-2	106	2.7	nt	3	6
NCC(c1ccccc1)c1c[nH]c2ccccc12 (stereo unspecified)	2	-11	-2	1750	19	7	114	1.4	-1.9	-4	7
O=C(NCc1ccccc1)C(c1cccnc1)N(Cc1ccco1)C(=O)c1ccccn1 (stereo unspecified)	-2	3	-10	1580	-14	-8	106	-0.3	nt	6	4
Cc1ccc([N+](=O)[O-])c(OCCCN2CCCCCC2)c1	8	10	-10	1631	-10	-2	101	1.4	-0.01	1	1

Remaining list, next part
molecule	PPARg SRC-3 ag	STAT3 blocker	S1P3 antag	TR-FRET SRC-2 ct	TLR4-MyD88 BLA	STAT1 blocker	STAT3 act	RAM inhibit	ROMK primary	PPARg SRC2 recr	PPARg SRC1 recr
CCOc1ccc2nc(SCC(=O)NC(=O)NCc3ccco3)[nH]c2c1	-9	3	nt	1296	-4	-1	101	0.9	nt	-10	-3
Cc1ccccc1-n1ncc(C(C)NC(=O)c2ccco2)c1C (stereo unspecified)	4	1	-9	1349	-18	-10	104	1.0	nt	-5	1
COc1ccccc1N1CCN(/N=C/c2cccc(OC)c2OC)CC1	4	15	-6	1728	3	-2	91	0.9	1.3	3	-2
CC(OC(=O)c1cccc(NS(C)(=O)=O)c1)C(=O)Nc1ccc(N2CCOCC2)cc1 (stereo unspecified)	8	3	20	1598	-7	5	100	0.6	-0.43	8	10
CCOC(=O)N1CCN(C(=O)COc2cccc3c2CCN(Cc2ccccc2C)C3=O)CC1	2	20	-6	1700	-12	15	82	0.4	nt	1	11
COc1ccc(OCCOCCN2CCc3ccccc3C2)cc1	2	2	nt	1574	-1	8	97	3.6	0.062	8	0
Cc1ccc2nc3c(cc(C#N)c(=N)n3Cc3cccnc3)c(=O)n2c1	3	7	10	1522	11	-3	99	-0.1	-2.1	6	1
CCOc1ccc(NC(=O)C/C(N)=N/O)cc1	-2	5	25	1577	6	-5	99	1.3	-0.21	8	5

Later entries:
molecule	PPARg SRC-3 ag	STAT3 blocker	S1P3 antag	TR-FRET SRC-2 ct	TLR4-MyD88 BLA	STAT1 blocker	STAT3 act	RAM inhibit	ROMK primary	PPARg SRC2 recr	PPARg SRC1 recr
C/C(Cc1ccccc1)=N\NC(=O)c1cccnc1	-5	-9	-11	1497	9	3	106	0.1	nt	-11	-2
COC(=O)CCC(=O)Nc1sc(Cc2ccccc2)c(C)c1C(N)=O	7	3	-18	1827	0	1	103	0.8	0.2	16	3
Cc1c(-c2ccccc2)nc(N)c(C#N)c1-c1ccco1	0	2	10	1562	-6	3	101	3.4	nt	3	6
Cc1ccc(OCC(=O)O)c(-n2nc3ccccc3n2)c1	1	0	2	1603	-14	10	105	0.3	nt	1	3
